Tb PGK inh = T. brucei PGK inhibition | P07378 | PGK/GAPDH coupled, Kinase-Glo luminescence, 60 min | Potency, µM (series often up to 57.5 µM), without a hit: top-dose activity change, negative = inhibition, actives largely listed as inhibitors | 0.043% of 380,000 active | AID 602233; note: potency is the fitted concentration of half-maximal effect; % is set by controls: 0 for no effect and ±100 for the full control effect; nearly all actives have a fitted effect of over 60% in size
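Luminescent ATP detection (Kinase-Glo Plus) follows a 60-minute room-temperature incubation, with wells lacking PGK as controls. Buffer: 100 mM TEA (pH 7.6), 5 mM MgCl2, 0.01% Tween-20. Coupling enzyme GAPDH (100 nM final) supplies unstable 1,3-BPG in-well.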
GLS inh = blocks human kidney-isoform glutaminase activity; 0.21% of 410,000 active; AID 624170; GLS enzymatic activity, qHTS titration; O94925; Potency, µM (top dose mostly 45.5 µM), inactives show at the highest dose activity change, negative = inhibition, most hits filed as inhibitors; note: potency is the fitted concentration of half-maximal effect; % is set by controls: 0 for no effect and ±100 for the full control effect
Target sequence (O94925 whole entry, looked up, canonical isoform): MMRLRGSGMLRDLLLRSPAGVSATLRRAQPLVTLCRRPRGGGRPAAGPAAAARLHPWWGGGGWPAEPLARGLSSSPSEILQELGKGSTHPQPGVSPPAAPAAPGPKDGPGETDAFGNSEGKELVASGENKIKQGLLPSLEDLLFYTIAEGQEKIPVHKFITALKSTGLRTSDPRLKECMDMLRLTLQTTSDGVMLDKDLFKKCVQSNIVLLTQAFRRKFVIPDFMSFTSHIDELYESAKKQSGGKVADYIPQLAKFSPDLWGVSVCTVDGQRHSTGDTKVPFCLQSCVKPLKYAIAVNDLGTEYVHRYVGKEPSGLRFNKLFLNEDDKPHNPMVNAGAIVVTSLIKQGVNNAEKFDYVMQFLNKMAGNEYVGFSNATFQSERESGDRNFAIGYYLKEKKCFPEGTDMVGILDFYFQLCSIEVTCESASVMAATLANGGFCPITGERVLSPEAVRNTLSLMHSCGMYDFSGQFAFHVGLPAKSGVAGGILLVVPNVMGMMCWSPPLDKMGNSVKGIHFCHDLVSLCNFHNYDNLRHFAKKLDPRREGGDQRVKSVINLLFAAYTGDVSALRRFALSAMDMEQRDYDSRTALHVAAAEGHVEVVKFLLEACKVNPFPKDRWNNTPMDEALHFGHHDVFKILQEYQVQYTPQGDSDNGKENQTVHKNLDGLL
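hKGA in 45 mM KH2PO4 pH 8.2, 0.02% Tween-20 with pin-transferred compounds; 1 mM L-glutamine (stock) plus glutamate oxidase/HRP/Amplex Red coupling added. Fluorescence read initially and after 30 min at RT.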
PI4K2A block = PI4K2A (human) kinase inhibition | Q9BTU6 | purified PI4K2A, ADP-Glo luminescence, 1 h; stronger effect = lower value | activity change, negative = inhibition, % at 76.9 µM | 0.13% of 420,000 active | AID 1346378; in the data active = activity change below about -50%; inconclusive = mostly about -30% to -49%;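 note: -100% = wells without enzyme as full effect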
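ADP-Glo luminescence measured ADP generated by PI4K2A enzyme (4 ug/mL before mixing) with 1.2 mM PI substrate (pre-mix) and 300 microM ATP (pre-mix). Tris pH7.5 buffer with MgCl2, Triton X-100; 1 h reaction at ambient temperature.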
G9a inh = G9a (human) methyltransferase inhibition | G9a H3K9 monomethylation, AlphaScreen, 2 h | Potency, µM (series often up to 102 µM), inactives show at the top dose activity, negative = inhibition, usual class: inhibitors | Q96KQ7 | AID 504332 | 8.8% of 350,000 active; note: potency is the fitted concentration of half-maximal effect; % is set by controls: 0 for no effect and ±100 for the full control effect; nearly all actives have a fitted effect of over 75% in size
Target sequence (Q96KQ7 913-1193 limits assumed): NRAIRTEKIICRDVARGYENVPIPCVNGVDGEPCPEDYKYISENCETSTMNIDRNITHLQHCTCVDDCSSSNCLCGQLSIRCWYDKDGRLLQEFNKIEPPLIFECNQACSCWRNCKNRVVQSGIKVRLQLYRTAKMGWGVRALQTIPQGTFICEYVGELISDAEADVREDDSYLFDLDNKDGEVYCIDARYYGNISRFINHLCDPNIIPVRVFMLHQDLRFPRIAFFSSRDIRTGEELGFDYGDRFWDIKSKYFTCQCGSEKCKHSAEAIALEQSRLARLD
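AlphaScreen read-out: biotin-H3K9 peptide (500 nM) methylation by 20 nM enzyme with 20 uM SAM, 2 h at room temperature after 15 min compound preincubation; anti-monomethyl H3K9 antibody plus donor/acceptor beads, 10 min dark.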
ERG-DNA inh = inhibitors of human ERG Ets domain-DNA interaction | P11308 | fluorescence polarization, His-ERG Ets domain / labelled DNA | Potency, µM (series often up to 76.9 µM), for the others: at the highest dose FP activity, negative = inhibition, hits mostly inhibitors | 0.028% of 370,000 active | AID 624246; active = well fitted inhibition curve with a large enough effect in the polarisation, with a control signal flat; inconclusive = small, poorly fitted or top-dose-only effect, or effect the other way, or a change in a side signal; inactive = no such curve, though single readings can be large or run the other way; the % refers to the polarisation;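 note: polarization taken with two DNA probes labelled with fluorescein and Texas red; potency is the fitted concentration of half-maximal effect; % of control where 0% means no effect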
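His-tagged ERG Ets domain (1 uM in the protein solution; 300mM KCl, 50mM Tris-HCl, 1mM EDTA, 1mM DTT, pH 7.5) received compound, then a probe mix of 5 nM fluorescein-DNA and 100nM Texas-615-DNA. Fluorescence polarization was read for both dyes.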
HP1b chromo inh = blocks HP1-beta chromodomain binding to methylated histone tails; AlphaScreen HP1-beta / biotin-H3K9me3 peptide binding; Potency, µM (series often up to 114 µM), for inactives: at the highest dose activity change, negative = inhibition, actives largely listed as inhibitors; P83916; 0.56% of 390,000 active; note: potency is the fitted concentration of half-maximal effect; nearly all actives have a fitted effect of over 70% in size; inactives centre near 23
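AlphaScreen: HP1-beta (50 nM) preformed 30 min with biotin-H3(1-18)K9me3 peptide (50 nM) in PBS pH 7.4, 0.01% Tween-20. Compound added for 30 min at RT, then streptavidin donor/nickel chelate acceptor beads (10 ug/mL) for 30 min.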
BAZ2B inh = blocks human BAZ2B | Potency, µM (titrated, usually from 114 µM), for inactives: top-dose activity change, negative = inhibition, hits mostly inhibitors | 4.4% of 360,000 active | Q9UIF8 | AlphaScreen BAZ2B-H3K14Ac peptide displacement; note: potency is the fitted concentration of half-maximal effect; % is set by controls: 0 for no effect and ±100 for the full control effect; nearly all actives have a fitted effect of over 60% in size
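BAZ2B 50 nM plus b-H3(5-23)K14Ac 50 nM, PBS pH 7.4/0.01% Tween-20, 30 min RT; compound added (max 110 uM), 30 min RT; streptavidin donor/Ni-chelate acceptor beads 10 ug/mL final, 20 min dark; AlphaScreen read.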
Pin1 inh = inhibitors of human Pin1; AID 504891; Q13526; 0.009% of 390,000 active; Potency, µM (highest dose often 115 µM), without a hit: at the top dose activity, negative = inhibition, actives largely listed as inhibitors; Pin1 FP peptide displacement, HiFluor488, 10 min; active = well fitted inhibition curve with a large enough effect in the polarisation, with a control signal flat, not every such curve was filed as active; inconclusive = small, poorly fitted or top-dose-only effect, or effect the other way, or a change in a side signal; inactive = no such curve, though single readings can be large or run the other way; the % refers to the polarisation; note: potency is the fitted concentration of half-maximal effect; % is set by controls: 0 for no effect and ±100 for the full control effect
Target sequence (Q13526 whole entry, looked up): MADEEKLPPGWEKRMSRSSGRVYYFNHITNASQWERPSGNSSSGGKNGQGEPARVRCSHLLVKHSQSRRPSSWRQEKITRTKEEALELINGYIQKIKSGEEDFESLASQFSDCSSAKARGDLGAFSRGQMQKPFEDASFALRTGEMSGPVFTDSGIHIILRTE
JMJD2A Tudor inh = blocks the human JMJD2A Tudor domain | O75164 | AID 504339 | AlphaScreen JMJD2A-Tudor / H3K4me3 peptide binding | Potency, µM (titrated, usually from 114 µM), inactives show at the highest dose activity change, negative = inhibition, actives largely listed as inhibitors | 4.4% of 390,000 active; note: potency is the fitted concentration of half-maximal effect; % is set by controls: 0 for no effect and ±100 for the full control effect; nearly all actives have a fitted effect of over 50% in size
Numbers without * were called inactive; i = inactive; ? = inconclusive; · = no result given; & = joins results of further samples; [ ] = another dose, or the depositor's remark. Unless noted, calls come from the whole dose curve; as a rule, active = well fitted curve in the direction sought with a large enough effect; inconclusive = small, poorly fitted or top-dose-only effect, or another doubt; inactive = no such curve, though single readings can be large; an effect the other way counts as inactive or inconclusive.

SMILES	Tb PGK inh	GLS inh	PI4K2A block	G9a inh	ERG-DNA inh	HP1b chromo inh	BAZ2B inh	Pin1 inh	JMJD2A Tudor inh
CN(C)CCNC(=O)C(C(=O)c1ccccc1)n1ccccc1=O (stereo not drawn)	i	0%	1	-38%[12.7 µM]	0%	14%	-5%	-4%	-19%
Nc1c2c(nc3ccccc13)CCCC2=O	i	2%	-2	4%[12.7 µM]	2%	16%	-21%	-6%	-10%
CC1CCN(C(=S)c2ccc3c(c2)OCO3)CC1	-2%	0%	-3	-1%[12.7 µM]	9%	24%	-21%	-3%	-10%
O=C(c1cc2ccccc2o1)N1CCN(Cc2ccc3c(c2)OCO3)CC1	5%	3%	2	?	2%	16%	-33%	-2%	-29%
CC/C(=N\NC(=O)Cc1ccc(Br)cc1)c1cccs1	-6%	23%	1	56µM*	-15%	57%[activator]	-15%	-1%	-12%
FC(F)(F)c1cc(-c2ccco2)nc(N2CCOCC2)n1	-4%	4%	11	-1%[59 µM]	-4%	123%[activator]	12%	-6%	70%[activator]
O=C(Cn1cnc2c(nnn2Cc2ccccc2F)c1=O)NCc1ccco1	-5%	-7%	4	·	-7%	19%	-1%	2%	-2%
COc1ccc(NC(=O)CN2CCN(C(=O)c3ccco3)CC2)c(OC)c1	6%	-1%	0	-5%[12.7 µM]	-1%	4%	2%	1%	-9%[57.1 µM]
CCOC(=O)c1c(NC(=O)c2nc(SCC)ncc2Cl)sc2c1CCCC2	-7%	-1%	-4	6%[59 µM]	-1%	26%	-3%	7%	-16%
CC12CC3(C)CC(C)(C1)CC(C(=O)NC(=S)NC(C)(C)C)(C2)C3	-5%	2%	-2	-25%[59 µM]	-2%	21%	0%	6%	-33%
C[C@@H](C(=O)NCc1ccccc1)N1C(=O)C2CC=CCC2C1=O (stereo partly drawn)	3%	10%	-1	2%[59 µM]	-10%	33%	-32%	3%	2%
COc1ccc(CCNC(=O)/C(C#N)=C/c2cccc(OCc3ccccc3)c2)cc1OC	-5%	10%	27	1%[59 µM]	15%	5%	-9%	63%[activator]	-19%
CCN1C(=O)CC(C(=O)NC)SC1=Nc1cc(Cl)c(O)c(Cl)c1 (stereo not drawn)	-7%	6%	-14	?	-6%	18%	2%	-8%	-9%[57.1 µM]
NC(=O)C1CCN(C(=O)/C(=C/c2ccccc2)NC(=O)c2ccccc2)CC1	-8%	-11%	3	·	9%	45%[activator]	8%	-1%	-10%
C#CCOCCOCCOCCNc1nc(N2CCN(C(=O)Cn3cc(CCCCN)nn3)CC2)nc(N2CCN(C(=O)[C@H]([C@@H](C)CC)n3cc(CCCCN)nn3)CC2)n1	-1%	3%	1	-15%[2.33 µM]	4%	25%	5%	-7%	-20%
Cc1noc(C)c1NC(=O)Nc1cccc2c1O[C@H](CN(C)C(=O)Nc1ccc(C(F)(F)F)cc1)[C@@H](C)CN([C@H](C)CO)C2=O	-2%	-15%	5	·	-12%	41%[activator]	·	0%	-8%
O=C(Cc1ccc(Br)cc1)Nc1cccc(-c2cn3c(n2)SCC3)c1	5%	6%	-6	?	18%	-29%	?	13%	-28%
CN(C)NC1CC(=O)N(c2ccccc2)C1=O (stereo not drawn)	0%	2%	1	·	15%	14%	-16%	-4%	-5%
O=C(CSc1ccc(-c2cccs2)nn1)Nc1ccccc1	-1%&1%	-1%&4%	4&0	8%	3%&-8%	33%&34%	-12%&-1%	24%&7%	-7%&0%
O=C(CN(Cc1ccco1)C(=O)CNS(=O)(=O)c1ccccc1)NCc1ccc(F)cc1	0%	8%	5	-5%[12.7 µM]	-1%	5%	-7%	3%	-12%
O=C(COc1ccc2ccccc2c1)NCCNC(=O)COc1ccc2ccccc2c1	4%	7%	-3	?	-3%	8%	?	11%	-13%
COc1ccc(NC(=O)c2ccccc2NC(=O)CSc2ccc(C)cc2)cc1	-8%	-16%	2	12%	·	5%	0%	-2%	-13%
O=C(CNC(=O)Cc1ccccc1)NCC(=O)OCC(=O)c1ccc(Cl)cc1	-4%	6%	1	12%[59 µM]	7%	28%	-5%	4%	-9%
CC(C)(C)NC(=O)COC(=O)/C=C/c1ccccc1[N+](=O)[O-]	-1%	-6%	9	5%[59 µM]	-9%	-1%	1%	-5%	-27%
Cc1ccc(Nc2cc(=O)n(C3CCCCC3)c(=O)[nH]2)cc1C	-6%	7%	?	20%	-2%	14%	-23%	15%	-14%

The closing two compounds of the part above are carried over, then new ones follow:
SMILES	Tb PGK inh	GLS inh	PI4K2A block	G9a inh	ERG-DNA inh	HP1b chromo inh	BAZ2B inh	Pin1 inh	JMJD2A Tudor inh
CC(C)(C)NC(=O)COC(=O)/C=C/c1ccccc1[N+](=O)[O-]	-1%	-6%	9	5%[59 µM]	-9%	-1%	1%	-5%	-27%
Cc1ccc(Nc2cc(=O)n(C3CCCCC3)c(=O)[nH]2)cc1C	-6%	7%	?	20%	-2%	14%	-23%	15%	-14%
CC(C)C(=O)Nc1ccc(N2CCN(S(C)(=O)=O)CC2)cc1	2%	62%[activator]	-2	?	-7%	63%[activator]	-3%	5%	9%
CC1CCCCN1c1ncnc(N)c1[N+](=O)[O-] (stereo not drawn)	-4%	22%	-11	-15%	-11%	17%	-24%	3%	-18%
COc1ccc(C(=O)CN2CCN(c3cc(C)nc4ccccc34)CC2)cc1	-7%	1%	0	13µM*	20%	37%	-12%	?	-17%
Cc1sc2nc(CN(Cc3ccccc3)C(=O)NC3CCCCC3)[nH]c(=O)c2c1C	-2%	3%	4	·	-2%	20%	·	16%	-25%
CCCCC(=O)Nc1c2c(nn1-c1ccc(C)cc1)CS(=O)(=O)C2	0%	-11%	12	-6%	-7%	29%	-2%	3%	-3%
CCC(C)NCCCCOc1cc(C)cc(C(C)C)c1 (stereo not drawn)	i	-1%	-2	11µM*	-5%	?	?	0%	8.9µM*
COc1ccccc1CNC(=O)COC(=O)c1sc(C)nc1C	-1%	-3%	-3	11%[2.33 µM]	-1%	59%[activator]	4%	8%	-13%
O=C(CCCC(=O)c1ccc(O)cc1)c1ccc(O)cc1	-10%	-9%	-4	19%[2.33 µM]	-10%	22%	-3%	-3%	-4%
Cc1ccc(N(CC(=O)Nc2ccc(OC(F)(F)F)cc2)S(=O)(=O)c2c(C)noc2C)cc1	-3%	-2%	-4	7%[59 µM]	6%	27%	·	2%	-2%
CCOc1cc2[nH]c(=S)n(CCCC(=O)NCc3ccco3)c(=O)c2cc1OCC	-8%	-13%	10	-3%[12.7 µM]	-8%	36%[activator]	-5%	?	2%
COc1cccc(C(=O)NC(=S)Nc2ccc(Cl)cc2C(=O)O)c1	5%	20%	13	?	1%	?	-19%	1%	-13%
CN(C)C(=O)c1nc2ccccc2s1	-8%	-6%	1	12%[59 µM]	6%	47%	8%	-6%	-1%
COc1ccc(C(=O)NC(=S)Nc2cccnc2)cc1OC	14%	-9%	-24	50µM*	-9%	13%	-34%	9%	-14%
CCOc1ccccc1CN(Cc1ccco1)S(=O)(=O)c1ccc(-n2cnnn2)c(OC)c1	2%	-9%	7	8.9µM*	0%	-1%	-2%	11%	-33%
O=C(Cc1ccccc1)N1CCN(c2ccccc2F)CC1	0%	7%	-1	-14%	6%	33%	3%	0%	-9%
COc1ccc(NC(=O)c2cc(F)cc(F)c2)cc1S(=O)(=O)N1CCCCC1	1%	-11%	11	·	-7%	-23%	·	-2%	-19%
CC(C)CN1CCC(=O)N([C@H](CO)Cc2ccccc2)CC1	10%	6%	2	?	-7%	23%	1%[57.1 µM]	5%	-10%
Cc1ccc(OCC(=O)c2cc(C)n(C3CC3)c2C)c([N+](=O)[O-])n1	i	-13%	1	1%[59 µM]	-14%	-5%	?	3%	-25%
COc1ccc(NC(=O)CSc2c(C(C)C)cnc3c2c(=O)n(C)c(=O)n3C)c(OC)c1	i	2%	-1	-44%[59 µM]	4%	26%[57 µM]	0%	3%	-5%
O=c1cc(-c2ccc(O)cc2)oc2cc(O)c([C@@H]3O[C@H](CO)[C@@H](O)[C@H](O)[C@H]3O)c(O)c12	-5%	5%	-2	·	-8%	35%	·	-1%	-23%
O=C(c1cc(-c2ccc3c(c2)OCO3)on1)N1CCCCC1	-2%	0%	-2	13%	2%	22%	5%	8%	2%
COc1ccc(OC)c(CCNC(=O)CN2C(=O)COc3ccc(S(=O)(=O)N4CCOCC4)cc32)c1	-3%	-3%	4	-1%	4%	22%	-14%[57.1 µM]	-10%	-27%
O=S(=O)(c1cnccc1N1CCN(CCO)CC1)N1CCCCC1	7%	5%	1	·	-1%	18%	-24%	2%	3%
COCCN(CCOC)S(=O)(=O)c1ccc(OC)cc1	-8%	-2%	3	81%[activator][59 µM]	-9%	22%	56%[activator]	3%	-15%
COc1ccc(C(=O)N/C(=C\c2ccccc2)C(=O)Nc2ccc(C(=O)NCC(=O)O)cc2)cc1	-5%	7%	0	7%	1%	24%	-27%	-1%	-1%
CC(=O)n1cc(/C=N/NC(=O)c2ccccc2Cl)c2ccccc21	-10%	-14%	-2	15%	6%	17%	-19%	-1%	-23%
CCC1=NN(C(=O)Cc2ccc(OC)cc2)C(O)(C(F)(F)F)C1 (stereo not drawn)	·	0%	-2	29%	·	45%[activator]	3%	0%	-2%
O=C(NCc1cccnc1)c1cccc(F)c1	i	-16%	1	-15%[12.7 µM]	2%	41%[activator]	-2%	-2%	-10%
